From PubChem BioAssay
Shiga inhibitor: Shiga toxin inhibition. Vero cells, Shiga toxin protein synthesis inhibition reporter. inhibition, % at 38.7 µM. 290,000 compounds, 9.2% hits; in the data active = inhibition mostly above about 28%, no sharp cut-off; inactive = mostly below about 43%; also: 0% is about no effect
Cycloheximide cs: affects cycloheximide protein synthesis inhibition readout, counter-screen; 300,000 compounds, 12% hits; max response, %; cell reporter, cycloheximide protein synthesis inhibition counterscreen; AID 2314; in the data active = max response mostly above about 13%, no sharp cut-off; inactive = mostly below about 14%; also: read at 38.3 µM for the half of the compounds with a filed dose; 0% is about no effect
Pf growth 48h: inhibits P. falciparum growth in the first generation, 48 h; P. falciparum luciferase growth in erythrocytes, 48 h; Potency, µM (doses to about 28.7 µM), without a hit: at the highest dose activity change, negative = inhibition, actives largely listed as inhibitors; 310,000 compounds, 5.9% hits; also: potency is read from the fitted curve at half-maximal effect; % is scaled to controls: 0 for no effect and ±100 for the full control effect
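Read-out is firefly luciferase luminescence from an integrated reporter in P. falciparum, so falling signal marks reduced parasite growth. Infected erythrocytes were at 2% hematocrit and 0.1% parasitemia (final) in Albumax-supplemented RPMI 1640.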
Pf growth 96h: P. falciparum growth inhibition at 96 hours | P. falciparum luciferase reporter growth, 96 h | Potency, µM (doses to about 28.7 µM), without a hit: top-dose activity change, negative = inhibition, usual class: inhibitors | 320,000 compounds, 6.9% hits | AID 504834; also: potency is read from the fitted curve at half-maximal effect; % is scaled to controls: 0 for no effect and ±100 for the full control effect
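Parasite growth measured via integrated firefly luciferase reporter in P. falciparum. Infected erythrocytes at 2% hematocrit, 0.05% parasitemia final were treated 96 hours at 37 C under 5% CO2, and luminescence was read.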
Sm TGR block: inhibitors of Schistosoma mansoni thioredoxin glutathione reductase | Q962Y6 | purified TGR, DTNB reduction, TNB absorbance 405 nm | Potency, µM (top dose mostly 114 µM), for the others: at the highest dose activity change, negative = inhibition, hits mostly inhibitors | 360,000 compounds, 3% hits | AID 485364; also: potency is read from the fitted curve at half-maximal effect; % is scaled to controls: 0 for no effect and ±100 for the full control effect; nearly all actives have a fitted effect of over 60% in size
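Kinetic colorimetric format: TGR-catalysed, NADPH-driven DTNB reduction monitored via TNB absorbance. Enzyme dispensed at 20 nM; compound exposure 15 min at room temperature before reaction start.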
Giardia FBPA inh: blocks Giardia fructose-bisphosphate aldolase activity | A8B2U2 | purified Giardia FBPA | Potency, µM (doses to about 59.6 µM), without a hit: at the highest dose activity, negative = inhibition, hits mostly inhibitors | 290,000 compounds, 0.71% hits | AID 2451; also: potency is read from the fitted curve at half-maximal effect; % is scaled to controls: 0 for no effect and ±100 for the full control effect; nearly all actives have a fitted effect of over 55% in size
Target sequence (A8B2U2 whole entry, looked up): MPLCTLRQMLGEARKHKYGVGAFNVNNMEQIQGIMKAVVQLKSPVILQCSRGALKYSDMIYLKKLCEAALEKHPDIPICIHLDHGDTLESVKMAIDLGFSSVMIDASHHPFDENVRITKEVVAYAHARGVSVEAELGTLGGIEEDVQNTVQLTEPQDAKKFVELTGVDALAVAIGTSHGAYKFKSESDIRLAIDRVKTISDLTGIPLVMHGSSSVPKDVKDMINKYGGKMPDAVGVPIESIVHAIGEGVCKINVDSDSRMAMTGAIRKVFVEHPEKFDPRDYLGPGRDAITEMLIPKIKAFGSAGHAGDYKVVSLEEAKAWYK
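40 nM FBPA preincubated 10 min at RT with compound (up to 57.5 uM final), then substrate plus GAPDH/TPI/NAD/arsenate coupling and diaphorase/resazurin added. Fluorescence read after 20 min at RT, 525/598 nm.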
An asterisk follows results filed as active; [ ] = another dose, or the depositor's remark. Unless noted, calls follow the shape of the dose curve; as a rule, active = well fitted curve in the direction sought with a large enough effect; inconclusive = small, poorly fitted or top-dose-only effect, or another doubt; inactive = no such curve, though single readings can be large; an effect the other way counts as inactive or inconclusive.

Screening O=C(CSc1nnc(-c2ccccc2)n1C1CCCCC1)Nc1ccc(S(=O)(=O)Nc2ccccn2)cc1 returned Shiga inhibitor -7, Cycloheximide cs 2, Pf growth 48h 2%, Pf growth 96h 45%[activator], Sm TGR block -2% and Giardia FBPA inh 2%.
`Cn1cnc2nc3n(c2c1=O)CCC3` gave Shiga inhibitor -7, Cycloheximide cs -1, Pf growth 48h 36%[activator], Pf growth 96h 21%, Sm TGR block 6% and Giardia FBPA inh 7%.
Screening CS(=O)(=O)N(CC(=O)O)c1ccc(Oc2ccccc2)cc1 returned Shiga inhibitor -7, Cycloheximide cs -2, Pf growth 48h -18%, Pf growth 96h -2%, Sm TGR block 10% and Giardia FBPA inh 11%.
`N#Cc1c(NC(=O)C(=O)NCCCN2CCOCC2)sc2c1CCCC2` gave Shiga inhibitor 16, Cycloheximide cs 6, Pf growth 48h -25%, Pf growth 96h 8%, Sm TGR block -7% and Giardia FBPA inh inconclusive.
For COc1ccccc1CNC(=O)C1CCN(Cc2nc(-c3cccc(Cl)c3)oc2C)CC1 the results were Shiga inhibitor 22, Cycloheximide cs 3, Pf growth 48h 10µM*, Sm TGR block 5% and Giardia FBPA inh 16%.
COC(=O)C(NC(C)=O)(Nc1nc2ccc(C)cc2s1)C(F)(F)F (stereo not drawn) was read as Shiga inhibitor -4, Cycloheximide cs 2, Pf growth 96h -9%, Sm TGR block -3% and Giardia FBPA inh -4%.
Screening CCN(Cc1cnn(C)c1)C(=O)c1ccc(OC2CCN(S(=O)(=O)N(C)C)CC2)cc1 returned Shiga inhibitor 16, Cycloheximide cs 4, Pf growth 48h 9%, Pf growth 96h -8%, Sm TGR block 11% and Giardia FBPA inh 2%.
For C/C(=N\NC(=O)c1ccc(Br)cc1)C1C(=O)c2ccccc2C1=O the results were Shiga inhibitor 7, Cycloheximide cs 10, Pf growth 96h 12%, Sm TGR block -3% and Giardia FBPA inh -1%.
Screening CC(=O)NCC(=O)N(c1c(C)n(C)n(-c2ccccc2)c1=O)C1(C(=O)NC2CCCC2)CCCCC1 returned Shiga inhibitor -3, Cycloheximide cs -1, Pf growth 48h -4%, Pf growth 96h inconclusive, Sm TGR block 2% and Giardia FBPA inh 3%.
Screening COc1ccc(S(=O)(=O)N2CCC(C(=O)N(C)Cc3ccc(C)o3)CC2)cc1OC returned Pf growth 48h inconclusive, Pf growth 96h inconclusive and Sm TGR block 40µM*.
COc1ccc(-c2ocnc2C(=O)Nc2ccc(N3CCOCC3)cc2N2CCOCC2)cc1OC was read as Shiga inhibitor -6, Cycloheximide cs -5, Pf growth 48h 8.3µM*, Pf growth 96h 38%[activator] and Sm TGR block 1%.
CN(CC(=O)Nc1ccc(F)c(F)c1F)C(=O)C1CCCO1 (stereo not drawn) was read as Pf growth 48h inconclusive, Pf growth 96h 10% and Sm TGR block 1%.
Screening O=C(NCc1ccccc1)C(c1ccco1)N(C(=O)c1cnccn1)c1ccc(F)cc1 (stereo not drawn) returned Shiga inhibitor -13, Cycloheximide cs -2, Pf growth 48h -7%, Pf growth 96h -4%, Sm TGR block -7% and Giardia FBPA inh 2%.
C=CCC(Nc1ccccc1)c1cccc(OC)c1OC (stereo not drawn) was read as Shiga inhibitor 41, Cycloheximide cs 3, Pf growth 48h -15%, Pf growth 96h 4%, Sm TGR block 7% and Giardia FBPA inh 3%.
For COc1cccc2[nH]c3c(=O)[nH]cnc3c12 the results were Shiga inhibitor -13, Cycloheximide cs -6, Pf growth 48h 24%, Pf growth 96h 2%, Sm TGR block 3% and Giardia FBPA inh 2%.

The last 3 records of the part before lead into the next.
Screening O=C(NCc1ccccc1)C(c1ccco1)N(C(=O)c1cnccn1)c1ccc(F)cc1 (stereo not drawn) returned Shiga inhibitor -13, Cycloheximide cs -2, Pf growth 48h -7%, Pf growth 96h -4%, Sm TGR block -7% and Giardia FBPA inh 2%.
C=CCC(Nc1ccccc1)c1cccc(OC)c1OC (stereo not drawn) was read as Shiga inhibitor 41, Cycloheximide cs 3, Pf growth 48h -15%, Pf growth 96h 4%, Sm TGR block 7% and Giardia FBPA inh 3%.
For COc1cccc2[nH]c3c(=O)[nH]cnc3c12 the results were Shiga inhibitor -13, Cycloheximide cs -6, Pf growth 48h 24%, Pf growth 96h 2%, Sm TGR block 3% and Giardia FBPA inh 2%.
Screening COc1ccc2nc(NC(=O)CSc3nc(C)cc(=O)[nH]3)sc2c1 returned Shiga inhibitor 31, Cycloheximide cs 27*, Pf growth 48h 26%, Sm TGR block 7% and Giardia FBPA inh -4%.
`COc1cccc(Cn2cc(N)cn2)c1` gave Shiga inhibitor -8, Cycloheximide cs -2, Pf growth 48h inconclusive, Pf growth 96h 55%[activator], Sm TGR block 17% and Giardia FBPA inh 0%.
Screening C#CCOC(=O)Nc1cccn(Cc2c(Cl)cccc2Cl)c1=O returned Shiga inhibitor 13, Cycloheximide cs 20, Pf growth 48h -14%, Pf growth 96h -29%, Sm TGR block -21% and Giardia FBPA inh -9%.
Screening COC(=O)/C=C1/SC(=Nc2ccc(Cl)c(Cl)c2)NC1=O returned Shiga inhibitor -10, Cycloheximide cs 1, Pf growth 48h inconclusive, Pf growth 96h -21%, Sm TGR block -3% and Giardia FBPA inh 2%.
COc1ccc(N2CCN(CCc3ccncc3)CC2)cc1 was read as Shiga inhibitor 14, Cycloheximide cs 1, Pf growth 48h 5%, Pf growth 96h 12%, Sm TGR block 8% and Giardia FBPA inh 1%.
O=Cc1coc2ccc3ccccc3c2c1=O was read as Shiga inhibitor -1, Cycloheximide cs -1, Pf growth 48h inconclusive, Pf growth 96h inconclusive, Sm TGR block 10% and Giardia FBPA inh 1%.
`O=C(N/N=C/c1oc(O)c2ccccc12)c1ccccc1` gave Shiga inhibitor 62*, Cycloheximide cs 17, Pf growth 48h 46%[activator], Pf growth 96h 29%, Sm TGR block inconclusive and Giardia FBPA inh -1%.
Screening Cn1c(=O)c2[nH]c(COc3ccc(C(C)(C)C)cc3)nc2n(C)c1=O returned Shiga inhibitor -2, Cycloheximide cs -1, Pf growth 48h 4%, Pf growth 96h 34%[activator], Sm TGR block 12% and Giardia FBPA inh 9%.
Screening OCCNCCCCOc1ccc(OCc2ccccc2)cc1 returned Shiga inhibitor 86*, Cycloheximide cs 34*, Pf growth 48h -19%, Pf growth 96h 29%, Sm TGR block -9% and Giardia FBPA inh 1%.
O=C1CC(c2ccccc2)CC(O)=C1C=Nc1ccc(Cl)cc1 (stereo not drawn) was read as Shiga inhibitor 4, Cycloheximide cs 0, Pf growth 48h 32%[activator], Pf growth 96h 39%[activator], Sm TGR block -13% and Giardia FBPA inh 3%.
For Cc1ccccc1NC(=O)COC(=O)c1cc(C)n(C2CC2)c1C the results were Pf growth 48h inconclusive, Pf growth 96h inconclusive and Sm TGR block -12%.
Screening O=C(N/N=C/c1ccc2nccnc2c1)c1ccccc1O returned Shiga inhibitor 24, Cycloheximide cs 15*, Pf growth 48h 95%[activator], Pf growth 96h 71%[activator], Sm TGR block 17% and Giardia FBPA inh -3%.
`COc1ccccc1NC(=O)CN1CCC(C(=O)c2ccc(F)cc2)CC1` gave Shiga inhibitor -20, Cycloheximide cs -4, Pf growth 48h 6%, Pf growth 96h -2%, Sm TGR block 1% and Giardia FBPA inh inconclusive.
For Cc1cc2c(c(=O)o1)C(C(C)C)C(C#N)=C(N)O2 (stereo not drawn) the results were Shiga inhibitor 10, Cycloheximide cs -4, Pf growth 48h 12%, Pf growth 96h 5%[5.75 µM], Sm TGR block 4% and Giardia FBPA inh 0%.
CC1(C)CC(=O)C=C(NCc2ccncc2)C1 was read as Shiga inhibitor -19, Cycloheximide cs -1, Pf growth 48h 63%[activator], Pf growth 96h 42%[activator], Sm TGR block 0% and Giardia FBPA inh 2%.
CCCCC[n+]1ccn(-c2nc3ccccc3nc2[N-]S(=O)(=O)c2ccccc2)c1 was read as Shiga inhibitor 19, Cycloheximide cs 3, Pf growth 48h -49%, Pf growth 96h -19%, Sm TGR block -11% and Giardia FBPA inh inconclusive.
`COCCn1c(C)cc2c(c1=O)C(c1ccccc1F)C(C#N)=C(N)O2` (stereo not drawn) gave Shiga inhibitor -33, Cycloheximide cs -7, Pf growth 48h 3%, Pf growth 96h inconclusive, Sm TGR block 3% and Giardia FBPA inh 0%.
`CN(Cc1ccccc1)C(=O)c1ccccc1Br` gave Shiga inhibitor 16, Cycloheximide cs -1, Pf growth 48h -4%, Pf growth 96h 0%, Sm TGR block -2% and Giardia FBPA inh 0%.
`Cc1cccc2cc(CN(CC3CCCO3)C(=S)Nc3ccccc3)c(=O)[nH]c12` (stereo not drawn) gave Shiga inhibitor -5, Cycloheximide cs -2, Pf growth 48h -8%, Pf growth 96h 125%[activator], Sm TGR block -1% and Giardia FBPA inh 3%.
For COC(=O)Nc1cc(C(=O)c2ccc(Cl)cc2Cl)c[nH]1 the results were Shiga inhibitor -4, Cycloheximide cs -7, Pf growth 48h -4%[0.00184 µM], Pf growth 96h 6%, Sm TGR block inconclusive and Giardia FBPA inh -8%.
CC(C)Cn1c(=O)c(C(=O)N/N=C/c2cccc(F)c2)c(O)c2ccccc21 was read as Shiga inhibitor -10, Cycloheximide cs -1, Pf growth 48h -3%, Pf growth 96h -8%, Sm TGR block 6% and Giardia FBPA inh 1%.
Screening Cc1ccc(NC(=S)NCc2ccc3c(c2)cc(C)n3C)c(C)c1 returned Shiga inhibitor 26, Cycloheximide cs 5, Pf growth 48h inconclusive, Pf growth 96h inconclusive, Sm TGR block -4% and Giardia FBPA inh 2%.
`Cc1ccc(/C=N/NC(=O)c2nc3nc(C)cc(C)n3n2)cc1` gave Shiga inhibitor -11, Cycloheximide cs -1, Pf growth 48h 41%[activator], Pf growth 96h 45%[activator], Sm TGR block -7% and Giardia FBPA inh 5%.
`Cc1ccc(S(=O)(=O)N2CCN(C(=O)C(C)Cn3cncn3)CC2)cc1` (stereo not drawn) gave Shiga inhibitor 20, Cycloheximide cs -2, Pf growth 48h 6%, Pf growth 96h 3%, Sm TGR block 1% and Giardia FBPA inh 8%.
O=C(c1cc(COc2ccc(F)cc2Cl)on1)N1CCCCC1c1cccnc1 (stereo not drawn) was read as Shiga inhibitor 38*, Cycloheximide cs 25*, Pf growth 48h inconclusive, Pf growth 96h inconclusive, Sm TGR block -21% and Giardia FBPA inh 8%.
COc1ccc(-c2noc(-c3ccccc3C(=O)NCC3CCCO3)n2)cc1 (stereo not drawn) was read as Shiga inhibitor 11, Cycloheximide cs 19*, Pf growth 48h 8%, Pf growth 96h 3%, Sm TGR block -6% and Giardia FBPA inh 2%.
For O=c1c2ccccc2nnn1Cc1ccccn1 the results were Shiga inhibitor -9, Cycloheximide cs -2, Pf growth 48h 10%, Pf growth 96h -4%, Sm TGR block -2% and Giardia FBPA inh -1%.
For CCc1cc2c(=O)c(-c3nc4ccccc4n3C)c(CCCC(=O)O)oc2cc1OC(=O)C(C)(C)C the results were Shiga inhibitor -11, Cycloheximide cs -1, Pf growth 48h 16%, Pf growth 96h -19%, Sm TGR block -17% and Giardia FBPA inh 12%.
For CC(NC(=O)Cn1cnnn1)c1cccc(C(F)(F)F)c1 (stereo not drawn) the results were Shiga inhibitor -8, Cycloheximide cs -6, Pf growth 48h 5%, Pf growth 96h 5%, Sm TGR block -7% and Giardia FBPA inh 2%.
`CC(Oc1ccc(Cl)cc1Cl)C(=O)Nc1cccnc1` (stereo not drawn) gave Shiga inhibitor -7, Cycloheximide cs -2, Pf growth 48h inconclusive, Pf growth 96h inconclusive, Sm TGR block 4% and Giardia FBPA inh 1%.
`CCc1nc(SCC(=O)c2cccs2)c2oc3ccccc3c2n1` gave Shiga inhibitor 44, Cycloheximide cs 27*, Pf growth 48h 0%, Pf growth 96h 0%, Sm TGR block -2% and Giardia FBPA inh -3%.

This is a random part of the collection, and some 24% of all compounds hit somewhere here.
